Runt-SMMHC FRET: blocks binding of human RUNX1 Runt domain to CBFb-SMMHC; Q01196+Q13951; Cerulean-Runt/Venus-CBFb-SMMHC FRET ratio 530/480, 1 h; inhibition, % at 20 µM; 220,000 compounds, 0.74% hits;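 active means mean inhibition across duplicate retests at 20 µM reaching about 50%, limit read from the data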;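 further: 0% = DMSO wells and 100% = wells with excess untagged CBFb-SMMHC; inhibitors lower the FRET ratio by blocking Runt binding to CBFb-SMMHC; some results filed as inactive read as strong as hits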
Target sequence (Q01196 whole entry, looked up, the tested form may be a part): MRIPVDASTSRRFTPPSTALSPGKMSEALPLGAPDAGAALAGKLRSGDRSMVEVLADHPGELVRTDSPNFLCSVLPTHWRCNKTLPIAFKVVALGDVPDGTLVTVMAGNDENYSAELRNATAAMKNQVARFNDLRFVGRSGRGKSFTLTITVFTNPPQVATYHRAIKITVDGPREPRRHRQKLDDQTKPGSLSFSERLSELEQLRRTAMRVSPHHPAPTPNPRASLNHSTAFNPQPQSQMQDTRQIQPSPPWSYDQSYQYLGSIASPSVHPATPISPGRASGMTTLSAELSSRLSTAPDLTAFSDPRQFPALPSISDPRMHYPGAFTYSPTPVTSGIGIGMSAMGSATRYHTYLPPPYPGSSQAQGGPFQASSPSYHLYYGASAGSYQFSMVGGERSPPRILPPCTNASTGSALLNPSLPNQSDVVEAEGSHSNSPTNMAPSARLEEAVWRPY
Target sequence (Q13951 whole entry, looked up, the tested form may be a part): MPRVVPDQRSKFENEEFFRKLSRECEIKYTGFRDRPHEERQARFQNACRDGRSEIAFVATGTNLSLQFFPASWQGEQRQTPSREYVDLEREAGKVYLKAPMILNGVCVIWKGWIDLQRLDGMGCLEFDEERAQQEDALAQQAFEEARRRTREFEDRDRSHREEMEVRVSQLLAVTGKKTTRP
EP2 mod: modulates human prostaglandin E2 receptor EP2 signaling | 260,000 compounds, 0.83% hits | induction, % at 25 µM | P43116 | EP2-expressing cells, cAMP HTRF FRET, PGE2 co-stimulation;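 active means compounds whose cAMP rise, as percent of the full-agonist control response, exceeds 60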;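 further: rat C6 glioma line stably carrying human EP2 under a CMV promoter; the protocol text gives 20 µM as final concentration; 100% = response of wells given 1 µM PGE2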
Runt-CBFb FRET: Runt domain-CBFb interaction inhibition; Cerulean-Runt/Venus-CBFb FRET ratio 530/480, 1 h; inhibition, % at 20 µM; 220,000 compounds, 0.46% hits; AID 1496;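 active means inhibition over about 50% at 20 µM in the single-dose screen, limit read from the data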;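 further: 0% = DMSO wells and 100% = excess unlabeled CBFb competitor control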
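test system = Cerulean-tagged RUNX1 Runt domain (FRET donor) fusion protein | reagent = Venus-CBFb binding partner, 100 nM | incubation = protein complex preformed 1 h, compound exposure 1 h, room temperature, dark | detection = FRET fluorescence | read-out basis = loss of energy transfer signal | controls = 5 µM unlabeled CBFb as full-inhibition high control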
PGE2 EP2 inh: inhibitors of human EP2 prostaglandin E2 receptor; P43116; C6 glioma cells expressing human EP2, cAMP TR-FRET; cells stimulated with saturating PGE2; inhibition, % at 25 µM; 260,000 compounds, 0.52% hits;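 active means percent inhibition above 40 after rounding to a whole number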;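 further: rat C6 glioma host cells with rolipram phosphodiesterase inhibitor present; the protocol text gives 20 µM as final concentration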
* marks the source's active call; other numbers are inactive results; x = not tested or not shown. An excerpt; the hit share may differ from the screen's.

#1 COc1ccccc1N1CCN(C(=O)c2oc3ccccc3c2C)CC1
#2 Cc1nc(NC2=NCN(Cc3cccnc3)CN2)nc2ccccc12
#3 COc1cc(C2c3c(oc4ccc(C)cc4c3=O)C(=O)N2c2cc(C)ccn2)cc(OC)c1OC (centres undefined)
#4 CN(C)CCN(C)Cc1ccc2c(c1)Cc1ccccc1-2
#5 Cc1ccc(S(=O)(=O)C(C#N)c2nc3ccccc3nc2N2CCCCC2)cc1 (centres undefined)
#6 COc1ccc(Br)cc1C1NC(=O)c2c(sc3c2CCN(C)C3)N1 (centres undefined)
#7 CCc1cc2c(=O)c(-c3cscn3)coc2cc1OC
#8 Cc1ccc(C)c2[nH]c(=O)c(CCNC(=O)C(C)C)cc12

Screen / compound no.	1	2	3	4	5	6	7	8
Runt-SMMHC FRET	-4	2	0	0	-111	65*	0	-4
Runt-CBFb FRET	-1	0	-4	0	-39	113*	-3	0
PGE2 EP2 inh	x	x	x	x	x	x	x	x
EP2 mod	x	x	x	x	x	x	x	x

Brought forward from above: three entries, then new ones.
#6 COc1ccc(Br)cc1C1NC(=O)c2c(sc3c2CCN(C)C3)N1 (centres undefined)
#7 CCc1cc2c(=O)c(-c3cscn3)coc2cc1OC
#8 Cc1ccc(C)c2[nH]c(=O)c(CCNC(=O)C(C)C)cc12
#9 Cc1cccc2cc(CN(Cc3ccco3)C(=O)N3CCCC3)c(=O)[nH]c12
#10 CC(C)(C)C(=O)/C(C#N)=c1\s/c(=C\c2ccncc2)c(=O)n1CCCN1CCOCC1
#11 CCN1CCN(c2ncnc3c2oc2nc(C(C)C)c4c(c23)CCC4)CC1
#12 CCc1nc(N2CCN(c3nc(C)cc(C)n3)CC2)c2oc3ccccc3c2n1
#13 Cc1cccn2c(=O)c(C=Nc3c(C)n(C)n(-c4ccccc4)c3=O)c(N3CCCC3)nc12
#14 CCCC(C(=O)O)N1C(=O)/C(=C2\C(=O)N(C)c3ccccc32)SC1=S (centres undefined)
#15 CCOc1cc(NC(=O)C2CC2)c(OCC)cc1NC(=O)c1cccnc1
#16 c1ccc2c(c1)CCN(c1ncnc3c1[nH]c1ccccc13)C2

Screen / compound no.	6	7	8	9	10	11	12	13	14	15	16
Runt-SMMHC FRET	65*	0	-4	1	2	1	-3	-6	-2	4	1
Runt-CBFb FRET	113*	-3	0	1	-2	-5	0	-3	-4	0	-1
PGE2 EP2 inh	x	x	x	x	x	x	x	x	x	x	x
EP2 mod	x	x	x	x	x	x	x	x	x	x	-69

#17 Cc1cc(Oc2ccccc2)nc2ccc(O)cc12
#18 COc1cccc(C(=O)NCC2CCCO2)c1 (centres undefined)
#19 CCC(C)(C)n1nnnc1CN(Cc1cccs1)Cc1cc2cc(OC)ccc2[nH]c1=O
#20 Cc1cc(NC(=O)c2noc3c2CCc2ccccc2-3)no1
#21 CCOC(=O)c1cnc(=O)[nH]c1C
#22 CCN(Cc1cc2cccc(C)c2[nH]c1=O)C(=O)c1ccccc1OC
#23 CCOC(=O)c1[nH]c(C)c(/C(O)=C2\C(=O)C(=O)N(CCN(C)C)C2c2ccco2)c1C (centres undefined)
#24 Cc1ccc2oc3c(c(=O)c2c1)C(c1cccs1)N(CCCN(C)C)C3=O (centres undefined)

Screen / compound no.	17	18	19	20	21	22	23	24
Runt-SMMHC FRET	2	4	0	-1	5	4	2	-72
Runt-CBFb FRET	2	2	-5	1	-2	-3	1	-12
PGE2 EP2 inh	x	x	x	x	13	5	4	10
EP2 mod	-9	-2	34	-4	x	x	x	x

#25 Cn1c(=O)c2c(nc(CN3CCN(c4ccccc4)CC3)n2CCN2CCOCC2)n(C)c1=O
#26 Cc1ccc(C)c(NC(=O)Cn2nc(C)c3ccccc3c2=O)c1
#27 CC1CCCN(S(=O)(=O)c2ccc(S(=O)(=O)N3CCCN(Cc4ccccc4)C3)cc2)C1 (centres undefined)
#28 CN(C)CCCN1C(=O)C(=O)/C(=C(/O)c2ccncc2)C1c1ccccc1 (centres undefined)
#29 O=C(Cn1cnc2c(nnn2-c2cccc(Cl)c2)c1=O)N1CCOCC1
#30 CCn1c(SCC(=O)N2CCc3ccccc32)nc2c(c1=O)SC(C)C2 (centres undefined)
#31 COc1ccc(Oc2ncnc3c2oc2ccc(Br)cc23)cc1
#32 CC1=C(C(=O)Nc2ccccc2)C(c2ccccn2)n2nc(CCCO)nc2N1 (centres undefined)

Screen / compound no.	25	26	27	28	29	30	31	32
Runt-SMMHC FRET	0	-10	0	0	-7	2	5	-5
Runt-CBFb FRET	0	2	0	-2	0	0	-2	0
PGE2 EP2 inh	6	8	0	16	15	14	12	13
EP2 mod	x	x	x	x	x	x	x	x

#33 Cc1cccc(N(CC(=O)NC2CCCCC2)C(=O)CCC(=O)Nc2ccccn2)c1
#34 COc1ccccc1CNC(=O)c1cnc2sccn2c1=O
#35 CC(C)[C@H](NC(=O)OC(C)(C)C)c1nnc(S(=O)(=O)Cc2c(F)cccc2Cl)o1
#36 O=c1c2ccccc2nc(SCc2nnc(-c3ccccc3)o2)n1-c1ccccc1
#37 CCN(CC)CCCN1C(=O)C(=O)/C(=C(/O)c2ccccc2)C1c1cc(OC)ccc1OC (centres undefined)
#38 Cc1cc(C)n2nc(C(=O)Oc3ccc4c(c3)OCO4)nc2n1
#39 Cc1cc(=O)cc(C)n1-c1ccc2c(c1)nc(C)n2-c1ccccc1
#40 CCC(=O)Nc1ccccc1Nc1cc(C#N)c(C#N)cc1[N+](=O)[O-]

Screen / compound no.	33	34	35	36	37	38	39	40
Runt-SMMHC FRET	-4	-7	-10	5	-2	0	2	0
Runt-CBFb FRET	-1	0	-8	-1	-2	-1	0	-4
PGE2 EP2 inh	4	10	8	10	13	18	5	20
EP2 mod	x	x	x	x	x	x	x	x

#41 COc1ccc(CCN(C(=O)c2ccc(F)cc2)C2=CC3CCC(C2)N3C)cc1OC (centres undefined)
#42 COc1ccc(C2=Nn3c(nnc3-c3cccnc3)SC2)cc1OC
#43 O=c1oc2ccccc2cc1-c1nnc(-c2cccc(Br)c2)o1
#44 COc1ccc(-c2nnc3sc(-c4ccccn4)nn23)cc1
#45 CC1CCN(c2nc3ccccc3nc2C(C#N)C(=O)NC2CCCCC2)CC1 (centres undefined)
#46 Cc1nn(-c2ccccc2)c2sc(C(=O)OCN3C(=O)c4ccccc4C3=O)cc12
#47 CC(=O)N1CC2(C)CN(C(C)=O)CC(C)(C1)C2=O
#48 Cn1cc(Cl)c(C(=O)N(Cc2ccccc2)c2ccccn2)n1

Screen / compound no.	41	42	43	44	45	46	47	48
Runt-SMMHC FRET	0	0	1	4	14	-3	5	-7
Runt-CBFb FRET	0	-2	0	-1	28	1	-2	1
PGE2 EP2 inh	9	4	4	15	24	13	21	11
EP2 mod	x	x	x	x	x	x	x	x

#49 CCC(c1nnnn1Cc1ccco1)N(CCc1ccccc1)Cc1cc2cc(C)ccc2[nH]c1=O (centres undefined)
#50 COc1ccc(N2CCN(c3nc4c(c(=O)n(C)c(=O)n4C)n3CCCc3ccccc3)CC2)cc1
#51 COc1ccc2c(c1)cc(C)c1nnc(SCC(=O)N3CCN(C(=O)c4ccco4)CC3)n12
#52 CCOCCCNC(=O)c1cc2c(=O)n3cccc(C)c3nc2n1C
#53 CCOC(=O)c1c(NC(=O)c2ccc(Cl)s2)sc(C)c1C
#54 COc1ccc(C2/C(=C(\O)c3ccc4c(c3)OCCO4)C(=O)C(=O)N2CCCN(C)C)c(OC)c1 (centres undefined)
#55 COc1ccc(C2C(C(C)=O)=C(O)C(=O)N2CCCn2ccnc2)cc1OC (centres undefined)
#56 Cc1ccc(-n2c(=O)[nH]cc(C(=O)Nc3ccc4c(c3)OCO4)c2=O)cc1C
#57 C=CCn1c(SCc2cc(=O)n3ccsc3n2)nc2scc(C3CC3)c2c1=O
#58 CCOC(=O)c1ccc(-n2c(-c3ccco3)nc3ccccc3c2=O)cc1

Screen / compound no.	49	50	51	52	53	54	55	56	57	58
Runt-SMMHC FRET	5	0	-1	20	-48	-2	1	-2	-4	2
Runt-CBFb FRET	2	-2	1	5	1	0	-3	-2	-7	0
PGE2 EP2 inh	1	-12	10	7	13	10	7	6	11	11
EP2 mod	x	x	x	x	x	x	x	x	x	x

Gathered by group, the entries above with a halogen
#6 COc1ccc(Br)cc1C1NC(=O)c2c(sc3c2CCN(C)C3)N1 (centres undefined)
#29 O=C(Cn1cnc2c(nnn2-c2cccc(Cl)c2)c1=O)N1CCOCC1
#31 COc1ccc(Oc2ncnc3c2oc2ccc(Br)cc23)cc1
#35 CC(C)[C@H](NC(=O)OC(C)(C)C)c1nnc(S(=O)(=O)Cc2c(F)cccc2Cl)o1
#41 COc1ccc(CCN(C(=O)c2ccc(F)cc2)C2=CC3CCC(C2)N3C)cc1OC (centres undefined)
#43 O=c1oc2ccccc2cc1-c1nnc(-c2cccc(Br)c2)o1
#48 Cn1cc(Cl)c(C(=O)N(Cc2ccccc2)c2ccccn2)n1
#53 CCOC(=O)c1c(NC(=O)c2ccc(Cl)s2)sc(C)c1C

Screen / compound no.	6	29	31	35	41	43	48	53
Runt-SMMHC FRET	65*	-7	5	-10	0	1	-7	-48
Runt-CBFb FRET	113*	0	-2	-8	0	0	1	1
PGE2 EP2 inh	x	15	12	8	9	4	11	13
EP2 mod	x	x	x	x	x	x	x	x

High-throughput results deposited in PubChem by several laboratories.
